# Yfh1-depleted yeast – enhancers of respiration in Yfh1-depleted yeast, dose response, Friedreich's ataxia, plus single-dose screen (AID 1465). S. cerevisiae Yfh1-off respiration, WST-1 reduction, 72 h; higher fold induction means a stronger effect. one-dose fold induction at 50 µM; EC50 in µM for titrated hits. actives 0.074% (n = 220,000);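 active = fold induction of absorbance versus untreated yeast above a set limit, then at least 30% activation at any dose in follow-up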;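 also: activators that raise dye reduction in frataxin-depleted yeast; strong numbers were not always called active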
# M17LAP inhibition – P. falciparum M17LAP inhibitors, primary screen, biochemical, fluorogenic H-Leu-NHMec substrate, 1536-well (AID 1619) | recombinant M17LAP, H-Leu-NHMec fluorogenic kinetic assay; higher % means a stronger effect | actives 0.38% (n = 220,000) | inhibition, % at 30 µM, or IC50 in µM where a hit was titrated;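 active = compound inhibiting the enzyme by more than half at any dose during confirmatory dose-response retesting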;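 also: plate controls were full reaction with DMSO carrier for no effect and no enzyme background for full effect; strong numbers were not always called active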
# CSM14.1 death rescue – protection against thapsigargin-triggered cell killing – 384-well, CSM14.1, ATP luminescence, primary screen (AID 1222); CSM14.1 thapsigargin-induced death rescue, ATP luminescence; higher % means a stronger effect; cellular ATP content (survival), % at 20 µM, or EC50 in µM where a hit was titrated; 190,000 tested, under 10 active;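 active = EC50 below 50 µM in the dose-response confirmation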;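 also: death triggered by thapsigargin at about 15 µM added after 2 h compound pretreatment; cell ATP read after overnight thapsigargin exposure of roughly 18 to 22 hours; normalized against plate controls of thapsigargin alone and 5% DMSO vehicle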
# Salmonella PhoP GFP – PhoP-dependent GFP reporter repression – Salmonella Typhimurium, primary screen (AID 1863); S. Typhimurium PhoP-regulated promoter GFP reporter, 4 h; higher % means a stronger effect; inhibition, % at 50 µM, or IC50 in µM where a hit was titrated; actives 0.16% (n = 300,000);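 active = inhibition over 29.93%, a cutoff 3 SD above the screen mean, later confirmed by dose response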;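 also: 0% = low Mg2+ inducing control and 100% = high Mg2+ repressing control; strong numbers were not always called active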
# human PMI inhibitors – MPI inhibition at elevated mannose 6-phosphate – biochemical, fluorescence intensity, high mannose 6-phosphate, primary screen (AID 1220). recombinant PMI enzyme, coupled fluorescence intensity; higher % means a stronger effect. inhibition, % at 20 µM; hits with a dose series show IC50 in µM. actives 0.66% (n = 190,000); in the data active = inhibition above about 50%
# M1AAP inhibition – P. falciparum M1AAP inhibitors, biochemical, fluorogenic H-Leu-NHMec substrate, 1536-well (AID 1445) | recombinant M1AAP, H-Leu-NHMec fluorogenic kinetic assay; higher % means a stronger effect | inhibition, % at 30 µM, or IC50 in µM where a hit was titrated | actives 0.42% (n = 220,000);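 active = primary inhibition above the hit cutoff, then over 50% inhibition at one or more dose response concentrations, cut at about 23% in these data, passing the limit was not always enough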;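 also: plate controls were DMSO full reaction for no effect and no enzyme background for full effect; strong numbers were not always called active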
# SIAH1 antagonists – blockers of Siah-1 interaction with plectin peptide – biochemical, fluorescence polarization, rhodamine-plectin, uHTS, primary screen (AID 1817); Siah-1 / rhodamine-plectin peptide fluorescence polarization; higher % means a stronger effect; displacement, % at 20 µM; hits with a dose series show IC50 in µM; actives 0.02% (n = 290,000);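 active = displacement of at least 50% at 20 µM, with a fluorescence ratio check between 0.3 and a set limit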;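 also: plate controls were Siah plus tracer with DMSO for no effect and tracer alone without Siah for full effect; strong numbers were not always called active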
# XIAP antagonists – small molecules displacing peptide from XIAP – biochemical, IAP family, fluorescence polarization (AID 1018). XIAP BIR domain, fluorescence polarization peptide displacement; higher % means a stronger effect. displacement, % at 20 µM; hits with a dose series show IC50 in µM. actives 0.007% (n = 200,000); in the data active = displacement above about 50%; also: a part of the inactive calls stands beside numbers as strong as those of hits
# West Nile virus CPE – inhibition of WNV-induced cytopathic effect – cell-based, CPE readout (AID 1621) | West Nile virus-infected cells, CPE inhibition; higher % means a stronger effect | CPE inhibition, % at 10 µM, or IC50 in µM where a hit was titrated | actives 0.02% (n = 290,000); in the data active = a potency from the dose series; also: strong numbers were not always called active
# The depositor's hits bear a star; i = inactive; · = not tested or not shown.
item | molecule | Yfh1-depleted yeast | M17LAP inhibition | CSM14.1 death rescue | Salmonella PhoP GFP | human PMI inhibitors | M1AAP inhibition | SIAH1 antagonists | XIAP antagonists | West Nile virus CPE
1 | CCCCOC(=O)CSc1nc(N)c(C#N)c(-c2ccc(OCC)cc2)c1C#N | i | 7% | -1.3% | -6% | -7% | 8% | 0% | -0.3% | 0.1%
2 | Cc1ccc(NC(=O)CCSc2nnc(-c3ccco3)o2)cc1 | i | 3% | 0.2% | -3% | -13% | 3% | -3% | -3.6% | -0.1%
3 | COc1ccc2cc(C(c3nnnn3Cc3ccccc3)N3CCCCCC3)c(=O)[nH]c2c1 (stereo unspecified) | i | · | -1.1% | · | -29% | · | 0% | -9.7% | -0.3%
4 | S=C1c2ccccc2CN1c1ccccc1 | i | 17% | -5.6% | 7% | 7% | 2% | -5% | -6.5% | -0.1%
5 | CC1(C)Cc2c(c(N3CCOCC3)nc3sc(-c4ccc(C(=O)O)o4)c(N)c23)CO1 | i | 1% | -1.0% | 5% | 44% | 11% | -7% | -4.8% | 1.1%
6 | O=C(COC(=O)Cc1ccccc1F)Nc1ccc2c(c1)OCO2 | i | -2% | -1.1% | 3% | 9% | 8% | 7% | -4.9% | -0.2%
7 | O=C(Cn1cnc2c(nnn2Cc2ccc(F)cc2)c1=O)Nc1ccccc1 | i | 4% | · | 7% | · | -10% | -3% | · | 0.1%
8 | CC12CCC(C(=O)N(NC(=O)c3ccccc3O)C1=O)C2(C)C (stereo unspecified) | i | -5% | 0.3% | -6% | -27% | -1% | -1% | -7.0% | -0.8%
9 | CSc1ccc(CN2CCCC(CO)(Cc3ccccc3)C2)cc1 (stereo unspecified) | i | 2% | -1.3% | -1% | 11% | 8% | -2% | -11% | -0.5%
10 | CCCCCn1c(SCC(=O)OCC)nc2cc(C(=O)NCc3ccco3)ccc2c1=O | · | -3% | -1.1% | 0% | -1% | 3% | -3% | 2.1% | ·
11 | COc1cc(C(C(=O)NC(C)(C)C)N(Cc2ccc3c(c2)OCO3)C(=O)c2cnccn2)cc(OC)c1OC (stereo unspecified) | i | -6% | -0.4% | -5% | -6% | 5% | -3% | -2.0% | -0.2%
12 | Cc1ccc(C(C)C)c(OC(=O)/C=C/c2ccccc2)c1 | i | 7% | -2.3% | -7% | 6% | 4% | 4% | -2.4% | 1.8%
13 | N#C/C(=N\Nc1ccccc1)C(=N)N1CCOCC1 | i | 27% | -3.4% | 6% | 14% | 5% | 5% | -5.9% | 0.0%
14 | Cc1cc(/C=C2/NC(=O)N(Cc3ccccc3F)C2=O)c(C)n1-c1ccccn1 | i | -6% | -1.9% | -8% | -35% | 7% | -6% | -4.9% | -0.9%
15 | CN(C)c1cccc(C(=O)OCc2cc(=O)oc3cc(O)ccc23)c1 | i | -24% | 3.4% | 10% | 12% | 8% | 16% | -17% | -0.3%
16 | CC(=O)/C=C(\C)N=Nc1c(O)[nH]c2ccccc12 | i | 6% | · | -3% | · | 7% | 1% | · | -0.2%
17 | CC(C(=O)Nc1cc(C(F)(F)F)ccc1N1CCOCC1)N1C(=O)C2CC=CCC2C1=O (stereo unspecified) | · | 10% | 0.4% | 3% | 9% | 12% | 4% | -2.4% | 0.4%
18 | O=C(NC1CC1)C1=C[C@H](c2ccccc2)C[C@H](OCc2ccc(CO)cc2)O1 | i | -5% | -1.2% | 2% | -2% | -1% | 1% | -4.0% | -0.4%
19 | O=C(NNc1cc(N2CCOCC2)nc(N2CCOCC2)n1)C12CC3CC(CC(C3)C1)C2 | i | 6% | -2.6% | 7% | 29% | 3% | -2% | -4.5% | -0.8%
20 | COCc1cc(C)n(CC(=O)Nc2ccccc2C(=O)OC)c(=O)c1C#N | i | 2% | -2.5% | -2% | 2% | -4% | 0% | -3.9% | 0.2%
21 | C=CCN1C(=O)C(CC(=O)O)SC1=Nc1ccc(C(=O)O)cc1 (stereo unspecified) | i | -2% | 1.5% | -8% | -4% | -2% | 5% | -4.6% | 0.3%
22 | N#CCSc1nnc(-c2cnccn2)n1Cc1ccccc1 | i | -5% | -2.2% | -1% | -1% | 8% | -4% | 0.5% | 0.4%
23 | Cc1cc(C)n(Cc2ccc(NC(=O)c3c([N+](=O)[O-])c(C)nn3C)cc2)n1 | i | 2% | 3.5% | 3% | 3% | 3% | -3% | -11% | 0.1%
24 | O=C(c1cc(-c2ccccc2O)on1)N1CCCC1 | i | -13% | -0.5% | 1% | -1% | 12% | 1% | -2.4% | 0.3%
25 | CN(C)CCN(C(=O)c1ccc(N2C(=O)CCC2=O)cc1)c1nc2cc3c(cc2s1)OCCO3 | i | -8% | 3.2% | 4% | 6% | -2% | 3% | -3.2% | 0.3%
26 | Cc1cc([N+](=O)[O-])cnc1NC(C)c1ccccc1 (stereo unspecified) | i | 6% | -1.4% | -7% | 36% | 3% | -6% | -8.0% | -0.7%
27 | COc1ccc(N2CCN(C(=O)c3c(-c4ccccc4)noc3C)CC2)cc1 | i | -1% | 0.2% | 4% | 2% | -9% | 21% | 1.9% | -0.6%
28 | CC(C)C(=O)NC(Nc1ccccc1F)C(Cl)(Cl)Cl (stereo unspecified) | i | -4% | 7.5% | 5% | 7% | 11% | 4% | -5.8% | -0.5%
29 | O=C(c1ccc2c(c1)OCCO2)N1CCN(Cc2ccccc2)CC1 | i | -6% | 0.0% | -1% | 6% | -1% | -2% | -6.1% | -0.4%
30 | C=CCn1c(SCC(=O)NC2CCS(=O)(=O)C2)nnc1-c1cc2c(s1)CCC(CC)C2 (stereo unspecified) | i | -1% | 2.7% | 5% | 14% | -4% | -1% | -3.7% | -1.0%
31 | CCCC(=O)Nc1ccc(C(=O)Nc2nnc(COCC)s2)cc1 | i | 14% | -3.4% | 4% | -13% | 2% | 4% | -2.3% | 0.0%
32 | Cc1c(NC(=O)COC(=O)c2ccc(Br)o2)c(=O)n(-c2ccccc2)n1C | i | -4% | 0.1% | -6% | -9% | 7% | 6% | -1.2% | 0.1%
33 | CCCCCCCC(=O)NC(Nc1ccccc1OC)C(Cl)(Cl)Cl (stereo unspecified) | i | -10% | -1.1% | -11% | 6% | 5% | 0% | -2.5% | -0.5%
34 | CCOC(=O)C(NC(C)=O)(NS(=O)(=O)c1ccccc1)C(F)(F)F (stereo unspecified) | i | -7% | -2.3% | 0% | 7% | 3% | 0% | -4.9% | 0.2%
35 | O=C1C(Cl)=C(NCC2CCCO2)C(=O)N1Cc1ccccc1 (stereo unspecified) | i | 16% | 0.9% | -17% | -5% | 0% | 2% | -4.2% | 0.1%
36 | Cc1cccc(-c2noc(CCC(=O)Nc3ccc(C(N)=O)cc3)n2)c1 | i | 0% | · | -4% | · | -1% | -3% | · | 1.3%
37 | O=C1C2CCCN2C(c2ccccc2)N1c1ccc(F)cc1 (stereo unspecified) | i | 7% | -0.4% | 4% | 4% | -2% | -2% | -4.4% | -0.1%
38 | Nc1nc(-c2ccc3c(c2)CCC(=O)N3)cs1 | i | -1% | 0.7% | -1% | 7% | 1% | -2% | -11% | -0.1%
39 | c1ccc(Nc2ccnc(Nc3ccccc3)n2)cc1 | i | -3% | · | 101% | · | 3% | -1% | · | -0.5%
40 | CCN(CC)c1ccc2cc(-c3nc4ccccc4[nH]3)c(=O)oc2c1 | i | -9% | -5.8% | -209% | 7% | -4% | -7% | -4.4% | -0.6%
41 | O=C(COC(=O)c1n[nH]c2ccccc12)c1cc(F)ccc1F | i | 4% | -0.2% | -1% | 3% | 4% | -2% | -3.0% | -0.6%
42 | CCOC(=O)c1nc(-c2ccccc2)oc1N1CCOCC1 | i | -3% | -1.1% | -4% | 6% | 4% | 0% | -3.4% | 0.6%
43 | O=c1oc2ccccc2c2c1ncn2-c1ccccc1 | i | 2% | -2.8% | 3% | 6% | 3% | -1% | -10% | 0.0%
44 | O=C(NCCC1=CCCCC1)c1ccc(F)c(S(=O)(=O)N2CCOCC2)c1 | i | -4% | 1.1% | 3% | 5% | 3% | 2% | -2.4% | 0.0%
45 | CCOc1nc2ccccc2cc1C=O | i | -1% | -2.0% | -2% | 12% | 6% | 8% | -3.1% | 0.3%
46 | O=C(CCCN1C(=O)/C(=C/c2ccccc2Cl)SC1=S)NNC(=O)c1ccccc1 | i | 0% | -2.7% | -19% | 6% | 10% | 9% | -96% | 0.1%
47 | O=C(COC(=O)c1ccc2c(c1)OCO2)NCc1ccc(Cl)cc1 | · | -2% | 2.0% | 9% | 5% | 0% | 0% | 0.5% | 0.0%
48 | Cc1ccccc1NS(=O)(=O)c1cc(C(=O)NCCC2=CCCCC2)ccc1C | i | 6% | 0.6% | 9% | 4% | 14% | 2% | -1.7% | -1.0%
49 | Oc1ccccc1/C=N/NC(=S)NC1CC2C=CC1C2 (stereo unspecified) | i | 2% | · | 2% | · | 4% | -1% | · | -0.7%
50 | CC(C)c1ccc(-c2cc(C(=O)NN3CCN(C)CC3)c3ccccc3n2)cc1 | i | -4% | -13% | -12% | -3% | 9% | -10% | -2.8% | 23%
51 | Cn1c(SCC(=O)NC(=O)Nc2ccccc2)nnc1-c1ccncc1 | i | 0% | · | 1% | · | -2% | -2% | · | -0.2%
52 | NCCNc1ccc([N+](=O)[O-])cc1 | i | 15% | · | 0% | · | 6% | 2% | · | 0.5%
53 | COc1ccc(C2=NOC(C(=O)NCc3ccco3)C2)cc1OC (stereo unspecified) | i | 13% | -1.7% | 2% | 1% | 5% | -6% | -4.5% | 3.2%
54 | Nc1ccc(-c2nc3ncccc3o2)c(Cl)c1 | i | 3% | -3.2% | -7% | 9% | 8% | 6% | -2.5% | 0.3%
55 | COc1ccc(C(=O)Nc2ccccc2C(=O)N2CCCCC2C)cc1 (stereo unspecified) | i | 2% | -1.2% | -7% | -8% | 6% | -4% | -7.9% | -0.2%
56 | Cc1cccc(NS(=O)(=O)c2ccc(C3CCCCC3)cc2)n1 | i | -15% | 0.6% | -6% | -2% | 1% | -4% | -5.1% | 0.0%
57 | CCOc1ccc2c(CC)cc(=O)oc2c1OCC | i | 4% | -0.3% | -4% | -2% | 10% | 1% | -3.5% | -0.1%
58 | Cc1ccc(C2C(C#N)=C(N)N(c3cccnc3)C3=C2C(=O)CCC3)s1 (stereo unspecified) | i | · | -0.4% | · | 57%* | · | 1% | -4.2% | -0.5%
59 | CC(=O)NCCc1nc2ccccc2n1Cc1ccccc1 | i | 10% | -1.1% | -2% | 3% | 15% | 0% | -4.7% | -0.2%
60 | Cc1ccc(C(=O)N2CCN(S(=O)(=O)c3ccc(C)c([N+](=O)[O-])c3)C2)cc1 | i | 3% | 1.8% | 5% | 2% | 9% | 6% | -3.6% | -0.4%
61 | NNC(=O)COc1ccc(C2SCCS2)cc1 | i | 3% | · | -6% | -17% | 13% | -10% | -2.7% | 0.1%
62 | O=C(Nc1ccc(S(=O)(=O)N2CCCC2)cc1Cl)C1=COCCO1 | i | 4% | 2.2% | 3% | 3% | 5% | 8% | -0.5% | 0.0%
63 | O=C(NC(=S)N1CCc2ccccc21)c1ccccc1 | i | 8% | 0.4% | 17% | -2% | 3% | -1% | -8.8% | -0.1%

# Assay outcomes deposited in PubChem BioAssay by several laboratories.

# No enrichment for hits; about 1.6% have a hit in one of these screens.
